# Source: PubChem
# Growth percent in the NCI-60 one-dose screen (48 h, 10 µM unless noted): 100 = growth as untreated, 0 = no growth, -100 = all killed.
# HL-60(TB) – HL-60(TB) leukemia cells; 9% of 78,000 active; AID 1794776; active means growth percent below 10
# * marks the source's active call; other numbers are inactive results; & = joins results of further samples; [ ] = another dose, or the depositor's remark. An excerpt; rates above refer to the full screens.
SMILES,HL-60(TB)
COc1cccc(/C=C2\Oc3cc(OCCN4CCC(Cc5ccccc5)CC4)ccc3C2=O)c1,95
COc1cccc2c1c(C(=O)C(=O)Nc1cc(C)no1)cn2Cc1ccc(F)cc1,1.0*
CCOC(=O)C1=NC(CO)C(=O)N(c2ccc(Cl)cc2)N1 (configuration not stated),101
O=C1N=c2cc3c(cc2=C/C1=C/c1sc(=S)n(CCc2ccccc2)c1O)OCO3,113
C/C=C1\C(OS(=O)(=O)O)CC2C3CCC4=CC(=O)CCC4(C)C3CCC12C (configuration not stated),87
CCCCCCCCCC(=O)c1ccc(O)c(O)c1O,53
O=C(CN1C(=O)/C(=C/c2ccc(F)cc2)SC1=S)N1CCOCC1,91
CC(C)CCC[C@@H](C)[C@H]1CC[C@H]2[C@@H]3CC=C4C[C@@H](OC(=O)Cc5ccc(N(CCCl)CCCl)cc5)CC[C@]4(C)[C@H]3CC[C@]12C,87
CC(=O)[C@H]1[C@H](C)C[C@H]2[C@@H]3CCC4=CC(=O)CC[C@]4(C)[C@@]3(F)[C@@H](O)C[C@@]21C,98
NC(=O)C1COc2ccccc2O1 (configuration not stated),94
O=C1NC2(CCCCC2)C(=O)N1CO,94
CC(=O)Nc1ccc(-c2cn(-c3cccc(C(=O)Nc4ccc(N5CCN(C)CC5)cc4)c3)nn2)cn1,65
CCCCC1(CO)NC(=O)NC1=O (configuration not stated),91
COc1cccc(OC)c1-c1nnn(C)c1C(=S)N1CCN(c2ccc(C#N)cc2Cl)CC1,94
Cc1c(C(=O)NCCc2ccc(N3CCCC3)cc2)nn(-c2ccc(Cl)cc2Cl)c1-c1ccc(Cl)cc1,80
c1ccc(-c2c[nH][nH]c3ncnc4ncn2c43)cc1,114
CCOC(=O)c1c(C)nc2ccccc2c1/C=C/c1ccc(Cl)cc1,83
COc1cc2nc(-c3cnc(N(C)C)nc3)nc(NC3CCN(Cc4ccccc4)CC3)c2cc1OC,-52*
CCCNC(=O)CC(C)(C)C(=O)N[C@H]1N=C(c2ccccc2)c2ccccc2N(C)C1=O,97
Cn1c(=O)[nH]c(=O)c2[nH]c(CO)nc21,103
Nc1ccnc(=S)[nH]1,101
COc1cc(CC(=S)C(=O)O)ccc1O,82
CCOC(=O)c1c(C(=O)c2cn(C)c3ccc(OC)cc23)c(-c2cn(C)c3ccc(OC)cc23)n(NC(=O)OC(C)(C)C)c1C,99[100 µM]
COc1cc2c(c(OC)c1OC)c(=O)c1ccc(OC)c(OC)c1n2C,86
CC1Cc2c(N(C)C)ncnc2N(C)c2ccccc21 (configuration not stated),98

# The results go on.
SMILES,HL-60(TB)
CC(=O)N(c1ccccc1)c1nc(N(C(C)=O)c2ccc(S(N)(=O)=O)cc2)nc(N(C(C)=O)N(C(C)=O)C(C)=O)n1,103
Oc1[nH]c(N=C2N=c3ccccc3=N2)c2ccccc12,19
CCCOC(=O)NCCOS(=O)(=O)c1ccccc1,106
COc1ccc2c(c1)CCC1(C)CC(=O)C=C21 (configuration not stated),129
C=C(C)[C@@]12OC3(/C=C/C=C/CCCCC)O[C@@H]1[C@@H]1[C@@H]4O[C@]4(CO)[C@@H](O)[C@]4(O)C(=O)C(C)=C[C@H]4[C@@]1(O3)[C@H](C)[C@H]2OC(=O)c1ccccc1,-7.5*
COc1ccc2c(c1OC)C(=O)O[C@@H]2[C@H]1c2c(c(C#CC#Cc3ccc(OC(F)(F)F)cc3)c3c(c2OC)OCO3)CCN1C,47
CN(C)Cc1cccc(-c2ccccc2)c1O,79
COc1cc(-c2cc3c(oc2=O)-c2ccccc2OC3OC(C)=O)cc(OC)c1OC (configuration not stated),97
COc1ccc2cc(C(=O)N3CCC([C@@H](C)C(=O)NCc4ccc5c(c4)OCO5)CC3)[nH]c2c1,91[50 µM]
CC(N)C#N (configuration not stated),97
Oc1[nH]c2ccc(Cl)cc2c1/C=c1/cc2c(c(-c3ccc(C(F)(F)F)cc3)n1)=Nc1ccccc1-2,82
CCN(CC)c1ccc(-c2ccccc2)cc1,87
COc1ccc(Nc2nc(N)nn2S(=O)(=O)c2cccs2)cc1,106
c1ccc(C2=NN=C(N3N=C(c4cc5ccccc5o4)CC3c3c[nH]c4ccccc34)SC2)cc1 (configuration not stated),94
Cc1cc(=O)oc2cc(OCCOc3ccc(/C=C/C(=O)Nc4ccc(Cl)cc4)cc3)ccc12,106
O=C1C[C@@H]2OCC=C3C[N+]4([O-])CC[C@]56c7ccccc7N1[C@H]5[C@H]2[C@H]3C[C@@H]64 (some centres not stated),116&91
O=C1/C(=C2\CCc3ccccc32)Cc2ccccc21,92
COc1cc(/C(=C2/O[C@@H]([C@H](O)CO)[C@H]3OC(C)(C)O[C@@H]23)c2cccc(N)c2)cc(OC)c1OC,90
COc1ccc(/C(C)=C(\c2ccc(OCCN3CCOCC3)cc2)c2ccc(OC(=O)C3CCCCC3)cc2)cc1,126
O=C(c1ccc([N+](=O)[O-])cc1)N(Cc1ccccc1)Cc1ccccc1,81
Oc1ccc(-c2nc3ccccc3s2)cc1CN(Cc1ccccn1)Cc1ccccn1,1.3*
Cc1ccc(N2CCN(C(=S)Nc3ccccc3)CC2)cc1,103
O=C(c1ccccc1)n1oc(=O)c2ccccc21,95
CC(=O)Nc1cc2c(cc1Cl)-c1ccccc1C2O (configuration not stated),88
Cc1cc(-c2nc3ccccc3s2)c(=O)n(NS(=O)(=O)c2ccccc2)c1C,107

# Reprinted at random: 2 compounds from above, in no set order.
SMILES,HL-60(TB)
O=C1C[C@@H]2OCC=C3C[N+]4([O-])CC[C@]56c7ccccc7N1[C@H]5[C@H]2[C@H]3C[C@@H]64 (some centres not stated),116&91
CC(=O)Nc1cc2c(cc1Cl)-c1ccccc1C2O (configuration not stated),88

# Next records.
SMILES,HL-60(TB)
Cc1ccc(C)c2c1CCC(C)C2=O (configuration not stated),96
CC1=CC(C)(C)NC(=S)N1c1cccc(C)c1,86
CCOC(=O)c1coc(C(=O)OCC)c1C(=O)OCC,105
Clc1ccc(-c2nnc(Cn3nnc4ccccc43)o2)cc1,97
COc1cc2c(cc1OC)-c1ccc3cc4c(cc3c1N(CCN(C)C)C2)OCO4,-34*
CC1(C)CC[C@]2(C(=O)O)CC[C@]3(C)C(=CC[C@@H]4[C@@]5(C)C/C(=C/c6ccco6)C(=O)C(C)(C)[C@@H]5CC[C@]43C)[C@@H]2C1,-16*[100 µM]
O=C(Nc1cccc(C(F)(F)F)c1)Oc1ccc(Cl)c2cccnc12,-11*
CCCCN(CCCC)Cc1cc(CN(CCCC)CCCC)c(O)c(CN(CCCC)CCCC)c1,97
O=c1[nH]c2c(ccc3cnccc32)c2c1CCC2,13
ClC(Cl)=C(Cl)c1ccccc1,100
OC(Cc1ccccc1)c1ccccc1 (configuration not stated),110&105
O=C(Cn1nnc2ccccc21)N/N=C/c1cc2ccccc2[nH]1,85
CCCCNC(=O)C(=O)NCCCC,113
COc1ccc(C2CC(=O)c3c(nc4ccc(Cl)cc4c3N)C2)cc1OC (configuration not stated),95
Nc1cccc(-c2ccc(C(=O)Nc3ccc(C(=O)O)cc3)o2)c1,103
Cc1cc(C)cc(Nc2n[nH]c(-c3cccnc3)n2)c1,92
CC(c1ccccc1)N1CSc2nc3ncncc3n2C1 (configuration not stated),17
NC(=O)c1c(NC(=O)c2ccc3c(c2)OCO3)sc2c1CCC1(C2)OCCO1,91
Cc1ccc(-c2cc(-c3ccccc3Br)[nH]c(=O)c2C#N)s1,98
Nc1cc2c(cc1Br)-c1cc(Cl)ccc1C2=O,84
CCC/C=C/C=N/N1C(=S)N(C2CCCCC2)[C@]23OC(N)=C(C#N)[C@]12C(=O)c1ccccc13,70
COc1cccc2c1c(C(=O)C(=O)Nc1ccsc1C(=O)O)cn2Cc1ccc(F)cc1,79
Cc1ncc(CO)c(C(=O)O)c1O,84
CC(=O)n1nc(C(=O)OCc2ccc(C)cc2)c2ccccc21,106
c1coc(CNc2ccnc(Nc3ccc(OCCN4CCCCC4)cc3)n2)c1,75

# Reformatted bar-delimited: 18 of the compounds above
smiles | HL-60(TB)
Cc1ccc(C)c2c1CCC(C)C2=O (configuration not stated) | 96
CC1=CC(C)(C)NC(=S)N1c1cccc(C)c1 | 86
CCOC(=O)c1coc(C(=O)OCC)c1C(=O)OCC | 105
Clc1ccc(-c2nnc(Cn3nnc4ccccc43)o2)cc1 | 97
COc1cc2c(cc1OC)-c1ccc3cc4c(cc3c1N(CCN(C)C)C2)OCO4 | -34*
CC1(C)CC[C@]2(C(=O)O)CC[C@]3(C)C(=CC[C@@H]4[C@@]5(C)C/C(=C/c6ccco6)C(=O)C(C)(C)[C@@H]5CC[C@]43C)[C@@H]2C1 | -16*[100 µM]
O=C(Nc1cccc(C(F)(F)F)c1)Oc1ccc(Cl)c2cccnc12 | -11*
CCCCN(CCCC)Cc1cc(CN(CCCC)CCCC)c(O)c(CN(CCCC)CCCC)c1 | 97
O=c1[nH]c2c(ccc3cnccc32)c2c1CCC2 | 13
ClC(Cl)=C(Cl)c1ccccc1 | 100
OC(Cc1ccccc1)c1ccccc1 (configuration not stated) | 110&105
O=C(Cn1nnc2ccccc21)N/N=C/c1cc2ccccc2[nH]1 | 85
CCCCNC(=O)C(=O)NCCCC | 113
COc1ccc(C2CC(=O)c3c(nc4ccc(Cl)cc4c3N)C2)cc1OC (configuration not stated) | 95
Nc1cccc(-c2ccc(C(=O)Nc3ccc(C(=O)O)cc3)o2)c1 | 103
Cc1cc(C)cc(Nc2n[nH]c(-c3cccnc3)n2)c1 | 92
CC(c1ccccc1)N1CSc2nc3ncncc3n2C1 (configuration not stated) | 17
NC(=O)c1c(NC(=O)c2ccc3c(c2)OCO3)sc2c1CCC1(C2)OCCO1 | 91

# (continued)
SMILES,HL-60(TB)
Oc1c(C2=NCCc3sccc32)nc2n1CCc1sccc1-2,94
COc1cc(CNC(=O)CN2CCCC2=O)ccc1O,117
CN1C(=O)/C(=C/c2ccc(C(=O)Nc3ncc(Cc4ccc(Cl)cc4)s3)cc2)SC1=S,58
Cc1ccc2c(c1)Nc1nc3nonc3nc1N2,103
O=C1C(Cl)C(c2ccc([N+](=O)[O-])cc2)N1n1cnnc1 (configuration not stated),102
CCC(NC(=O)[C@H](CNC(=O)OCc1ccccc1)CC(C)C)C(=O)C(=O)NCc1cc(OC)cc(OC)c1 (some centres not stated),79
Nc1cc(=O)n(Cc2ccccc2)c(=O)n1Cc1ccccc1,81
O=C(C(=O)N1CCOCC1)c1cn(C(=O)c2ccccc2)c2ccccc12,70
CC/C(Cc1ccccc1)=C(/c1ccc(O)cc1)c1ccc(OCCN2CCOCC2)cc1,83
CCCC(=O)OC/C=C(\C)CCC=C(C)C,92
C#CCOc1ccc(C2=NN(C)C3N=C(Cl)c4ncn(C)c4N23)cc1OCC#C (configuration not stated),99
CCOP(=O)(CC(N)=O)OCC,94
CCCCCCCCc1ccc(OCCCN2CCOCC2)cc1,101
Cc1ccc(C)c2c1sc1nc3nc4sc5cc(Cl)ccc5n4c(=N)c3c(=O)n12,73
O=C(CC1c2ccccc2NC(=O)N1Cc1ccccc1)Nc1ccccc1 (configuration not stated),92
Cc1noc2c(Cc3ccc([N+](=O)[O-])cc3)nn(CC(=O)N/N=C/c3ccc(Br)cc3)c(=O)c12,95
CCOCCOCCN1CNc2[nH]c(=S)[nH]c(=O)c2C1,100
CCCCc1n(Cc2ccc3ccccc3c2)c2ccccc2[n+]1Cc1ccc2ccccc2c1,-59*
O=C(/C=C/c1ccco1)c1ccccc1O,92
[N-]=[N+]=NC(C(=O)O)c1ccccc1 (configuration not stated),89
O=P(Cc1cccc2ccccc12)(c1ccccc1)c1ccccc1,100
COc1ccc(Cn2cc(Cn3cc(C=C4C(=O)NC(=O)NC4=O)c4ccccc43)nn2)cc1,83
CCOC(=O)C1(CC)CCOC1=O (configuration not stated),81
C[C@@H](C[C@H](CCO)c1ccccc1)c1ccoc1,89
N#CC(C#N)=Cc1cc2ccccc2nc1Oc1ccc(C(F)(F)F)cc1,78

# The list continues:
SMILES,HL-60(TB)
COc1ccc(-n2c(CSc3nc4ccccc4c(=O)n3CCc3ccccc3)n[nH]c2=S)cc1,98
CCCN=C1Nc2ccccc2C(=O)N2CCC[C@@H]12,101
CCCCCOC(=O)N1CCCCC1CC (configuration not stated),104
c1ccc(N2CCN(c3ncnc4cc[nH]c34)CC2)cc1,106
O=[N+]([O-])c1ccccc1-c1ccccc1[N+](=O)[O-],99
CC(C(=O)N1CCN(c2cccc(Cl)c2)CC1)c1ccc(NS(=O)(=O)c2ccccc2)cc1 (configuration not stated),83
Clc1ccccc1C=Nc1ccc2c(c1)Cc1cccc(N=Cc3ccccc3Cl)c1-2,93
O=C(NNC(=O)N1c2ccccc2C=Cc2ccccc21)c1ccc(Br)cc1,102
NCCCNc1nc2c3c(sc2c(=O)[nH]1)CCCC3,99
C/C(CCN1CC1)=N\NC(=O)Nc1cccc2ccccc12,137&101
O=C(CN1CCN(c2cc3c(cc2F)c(=O)c(C(=O)O)cn3C2CC2)CC1)Nc1ccc(C(=O)/C=C/c2ccc(Cl)cc2)cc1,134
Cc1cnc(Nc2ccc(OCCN3CCCC3)cc2)nc1NCc1ccco1,81
Cc1ccc2sc(-c3ccc(NC(=O)CNc4nnc(-c5cccnc5SCc5ccccc5)s4)cc3)nc2c1,83
Fc1ccc(/C=C/c2cc(N3CCOCC3)c3cc(F)c(F)cc3n2)cc1,86
O=C(/C=C/c1ccc(Cl)cc1)c1ccccc1,100
COc1cccc(-c2nn(C(C)(C)C)cc2-c2ccnc(NCCCNS(=O)(=O)c3cccc4ccccc34)c2)c1,104
Nc1ccccc1SC(CC(=O)c1ccccc1)c1ccc([N+](=O)[O-])cc1 (configuration not stated),75&96
C=C(C)C(=O)Nc1ccccc1,100
CN(C)CCN(C=O)CCN(C)C,98
O=c1oc2ccc(I)cc2c(=O)n1-c1ccc(I)cc1F,-49*
O=C(O)C/C1=C/CCCCCC1,108
Cc1cc(=O)[nH]c(NNC(=O)c2ccc(Cl)cc2)n1,97
C=CCC(N)Cc1ccccc1 (configuration not stated),94
COCCOc1cnc2ccn([C@H](C)c3nnc4c(F)cc(-c5cnn(C)c5)cn34)c(=O)c2c1,136
COc1ccc(-c2cc3cnc4ccccc4c3oc2=O)cc1,94
CC1([N+](=O)[O-])COP(=O)(Nc2cccc(Br)c2)OC1 (configuration not stated),91
